Screens (PubChem BioAssay)
Growth percent in the NCI-60 one-dose screen (48 h, 10 µM unless noted): 100 = growth as untreated, 0 = no growth, -100 = all killed.
RPMI-8226: RPMI-8226 leukemia cells | actives 7.5% (n = 77,000) | AID 1794781
HOP-92: HOP-92 NSCLC cells; actives 6.3% (n = 71,000)
HOP-62: HOP-62 NSCLC. actives 3.9% (n = 80,000). AID 1794735
A549/ATCC: A549/ATCC NSCLC. actives 3.7% (n = 81,000)
M14: M14 melanoma; actives 6.2% (n = 80,000)
CCRF-CEM: CCRF-CEM leukemia; actives 7% (n = 77,000); AID 1794778
EKVX: EKVX NSCLC; actives 3% (n = 71,000)
MOLT-4: MOLT-4 leukemia cells; actives 6.9% (n = 80,000); AID 1794779
* hit, by the source's call; x = not tested or not shown; & = joins results of further samples. The calls were made as follows: active = growth percent below 10; inactive = the rest.

SMILES	RPMI-8226	HOP-92	HOP-62	A549/ATCC	M14	CCRF-CEM	EKVX	MOLT-4
C/C(=N/NC(N)=S)c1ccc(Nc2nc(SCC(C)C)nc(-c3ccccc3)c2C#N)cc1	111	108	105	106	119	104	109	102
COc1cc(C2CC(c3ccc4c(c3)OCO4)=NN2C=O)ccc1OCc1cc(OC)c(OC)c(OC)c1 (configuration not stated)	59	79	61	59	85	71	82	71
CC[n+]1c2ccc(C)cc2nc2c3ccccc3c(N)cc21	57	81	57	57	91	x	x	33
CN1CCC(=O)NC1=O	112	90	109	113	107	110	107	106
CCOc1ccccc1C(=O)N(CC)CC	103	103	102	101	100	93	103	112
CCN(CC)CCN1C(=O)c2c(c3c4cccnc4[nH]c3c3ccc4ccccc4c23)C1=O	73	92	38	60	61	22	89	13
Cn1c(=O)c2c(nc3n(-c4ccc(Cl)cc4Cl)c(Sc4nc(-c5ccccc5)c(C#N)c(=O)[nH]4)cn23)n(C)c1=O	59	34	55	21	84	48	59	76
CCCc1nc(-c2cc(OC)c(OC)c(OC)c2)no1	103	62	93	94	102	107	90	109
COc1ccc(OC)c(NC(=O)CSC(N)=O)c1	89	91	98	94	98	88	100	95
O=C(NNc1nc2cc(F)ccc2n2c(C(=O)N3CCN(C4CC4)CC3)ccc12)c1ncccn1	25	69	20	24	-33*	13	23	x
O=C(O)c1ccc(C(=O)O)nc1	119	x	103	104	98	100	x	98
N#C/C(=C/c1ccco1)c1nnc(NC(=O)c2ccc(-n3c(=O)[nH]c4ccccc4c3=O)cc2)s1	111	146	113	112	110	101	104	104
Cc1ccc(C(=O)Nc2ccc(CN3CCN(C)CC3)c(C(F)(F)F)c2)cc1C#Cc1cnc(N)c2ccccc12	-40*	-15*	15	-66*	-77*	-16*	36	-45*
CSc1oc(-c2ccc(C)cc2)nc1S(=O)(=O)c1ccccc1	93	59	96	85	99	96	96	83
NNC(=O)CNc1ccc2ccccc2c1	113	70	x	115	-100*	101	105	84
CS(=O)(=O)c1cccc(-c2c(-c3cccc(OCCc4ccc(F)cc4)c3)nc3sccn23)c1	x	57	90	86	97	76	80	53
O=C1C(SCCO)=C(SCCO)C(=O)N1c1ccc(-c2ccccc2)cc1	-14*	40	91	105	86	-44*	129	-34*
O=S1(=O)CC(c2ccccc2)=NN=C(c2ccccc2)C1	103	x	108	105	115	98	129	97
COc1ccccc1-c1ccc2nc(Nc3cc(N4CCN(CCO)CC4)nc(C)n3)sc2c1	77	76	87	81	92	113	85	84
COc1ccc(-c2cn(-c3ccc(Cl)cc3)c(SCC(=O)c3ccc(Br)cc3)n2)cc1	101	78	106	106	95	100	104	95
Cn1cc(-c2csc(-c3c[nH]c4ncccc34)n2)c2ccccc21	60	70	76	83	58	55	x	57
CC1(C)C(=O)/C(=C\c2ccc(C(F)(F)F)cc2)C[C@]2(C)[C@H]3CC[C@@H]4[C@H]5[C@H](C(=O)/C=C/c6ccc(C(F)(F)F)cc6)CC[C@]5(CO)CC[C@@]4(C)[C@]3(C)CC[C@@H]12	89	94	101	91	93	90	x	82
c1ccc(CN2CCc3c(sc4ncnc(N5CCOCC5)c34)C2)cc1	106	86	94	97	104	115	93	104
CCN(CC)S(=O)(=O)c1ccc(NC(=O)C(Cl)Cl)cc1	96	112	96	92	104	96	98	96
CCOC(=O)C(CCc1ccncc1)C(=O)CC(C)C (configuration not stated)	90	97	88	100	99	82	107	94
O=C(O)/C=C/c1cn(-c2ccccc2)nc1-c1ccccc1	93	86	93	82	89	77	100	87
O=C1c2[nH]cc(CN[C@@H]3CCCN3)c2C(=O)c2c1c(O)c1ccccc1c2O	-55*	x	-100*	-93*	-73*	-86*	x	-85*
O=C(/C=C/c1ccccc1)c1ccc(NC(=O)c2cc3cc4ccccc4nc3s2)cc1	94	70	94	85	77	68	99	74
CCCCCCCCCCCCSSC(=S)OC(C)C	x	80	105	103	98	x	126	37
COc1cc(OC)c(C(=O)O)c(OC)c1OC	107	102	84	95	104	101	103	95
Cc1cc(N=Nc2ccc(N=Nc3ccc(N=Nc4ccc(O)c(C(=O)O)c4)cc3)c(S(=O)(=O)O)c2C)c(N)cc1N	98	95	85	97	88	94	99	95
CCOC(=O)C1=C(C)n2nc(CC#N)c(C#N)c2NC1c1cc(Br)ccc1O (configuration not stated)	98	88	88	104	91	96	80	97
COc1cc(C2C=C(c3ccc(Cl)cc3)N=C3SC=CN32)cc(OC)c1OC (configuration not stated)	99	83	103	99	99	99	x	115
CCN(CC)Cc1cc(C=C2C(=O)NC(=S)NC2=O)cc(OC)c1O	110	104	106	109	108	104	106	108
c1ccc(Cc2nn3cc(-c4ccccc4)nc3s2)cc1	98	109	104	91	90	102	96	94
CCOC(=O)C1CC(c2ccccc2)=NN1c1ccccc1 (configuration not stated)	95	79	x	106	105	93	x	87
COc1ccc(-c2nc3ccc(-c4nnc(SCC(=O)Nc5cc(OC)c(OC)c(OC)c5)o4)cc3[nH]2)cc1OC	81	75	85	103	x	75	99	85
CC(C)c1nc(-c2cccc(O)c2)c(-c2ccnc(NCCCNS(=O)(=O)c3ccc(Cl)cc3)c2)s1	53	74	96	66	37	50	80	47
CCCCNc1nc(-c2ccc(Cl)cc2)n2ncc(C#N)c2n1	x	83	73	66	99	92	84	66
CCNc1nc(-c2ccc(Cl)c(OC)c2)c(-c2ccnc(NCCNS(=O)(=O)c3ccc(Cl)cc3)n2)s1	21	-2.9*	21	28	30	21	35	11
COc1ccc(-c2cn[nH]c2-c2cc(OC)c(OC)c(OC)c2)cc1OCc1ccccc1	8.4*	31	28	38	11	47	34	65
CC(=O)N/N=C(/C)c1cccs1	112	117	85	98	104	98	x	96
COc1ccc(-c2nnc(SC/C(=N/O)c3ccccc3)n2-c2ccccc2)cc1	73	101	111	85	106	83	102	70
CCOC(=O)[C@@]12CCCC=C1N1c3cc(Cl)ccc3-c3ccnn3[C@@H]1CC2	70	52	76	88	85	x	x	88
COc1ccc(/C(C)=N/N=C2C(=O)N(Cc3ccccc3)c3ccc(Br)cc32)cc1S(N)(=O)=O	42	63	100	83	85	35	72	51
C#CCOC(=O)[C@]12CC[C@@H](C(=C)C)[C@@H]1[C@H]1CC[C@@H]3[C@@]4(C)Cc5c([nH]c6ccccc56)C(C)(C)[C@@H]4CC[C@@]3(C)[C@]1(C)CC2	98	74	105	102	93	95	99	100
O=S(=O)(O)c1c(O)ccc2ccccc12	99&119	81&104	92&85	89&115	98&107	99&104	96&111	94&96
Cc1ccc(C)c(O)c1	108	137	118	99	x	88	96	99
NS(=O)(=O)c1ccc(NCCC(=O)c2ccccc2)cc1	103	107	116	105	107	103	103	109
N#CC(C(=O)c1ccccc1)c1ccccc1 (configuration not stated)	125	104	86	99	95	124	92	110
COC(=O)CC(C(=O)C=[N+]=[N-])N1C(=O)c2ccccc2C1=O (configuration not stated)	105	74	107	114	112	102	105	124
COc1cc([C@H]2OC[C@H]3[C@@H]2CO[C@@H]3c2cc(OC)c(O)c(OC)c2)cc(OC)c1O	100	102	103	92	102	110	87	119
CC/C(=C(/Br)Cn1cnc2c(Cl)ncnc21)c1ccccc1	98	103	97	105	110	108	96	93
COc1ccc(/C=N/NCc2nc3ccccc3c(=O)[nH]2)cc1	92	81	83	91	95	82	92	104
CS(=O)(=O)Nc1ccc(C(=O)NC(C(=O)NO)c2ccc(-c3cc(F)c(F)c(F)c3)cc2)cc1 (configuration not stated)	84	103	98	90	101	81	99	87
COCOc1cc2oc(C(=O)N[C@@H](Cc3ccccc3)C(O)C(=O)NCCc3ccc(OC)cc3)c(C)c(=O)c2cc1OCOC (some centres not stated)	96	92	92	102	113	101	107	97
O=C1Nc2ccccc2C12OCCS2 (configuration not stated)	100	96	88	105	96	105	94	99
CCC(=O)OCC(=O)[C@@]1(OC(=O)CC)[C@H](C)CC2C3C([C@@H](O)C[C@@]21C)[C@@]1(C)C=CC(=O)C=C1C[C@H]3Cl (some centres not stated)	58	x	112	61	97	83	57	92
CC(=O)C(Cc1ccc(Cl)cc1)c1ccccc1 (configuration not stated)	100	94	76	73	100	102	95	85
O=C1NC(=O)/C(=C/C=C/c2ccccc2)S1	39	45	22	89	12	x	63	x

Random excerpt: three compounds from above, in no set order.
SMILES	RPMI-8226	HOP-92	HOP-62	A549/ATCC	M14	CCRF-CEM	EKVX	MOLT-4
COc1ccc(/C(C)=N/N=C2C(=O)N(Cc3ccccc3)c3ccc(Br)cc32)cc1S(N)(=O)=O	42	63	100	83	85	35	72	51
O=C1NC(=O)/C(=C/C=C/c2ccccc2)S1	39	45	22	89	12	x	63	x
Cc1ccc(C)c(O)c1	108	137	118	99	x	88	96	99

An excerpt from above, showing only A549/ATCC, CCRF-CEM and HOP-92:
SMILES	A549/ATCC	CCRF-CEM	HOP-92
C#CCOC(=O)[C@]12CC[C@@H](C(=C)C)[C@@H]1[C@H]1CC[C@@H]3[C@@]4(C)Cc5c([nH]c6ccccc56)C(C)(C)[C@@H]4CC[C@@]3(C)[C@]1(C)CC2	102	95	74
O=S(=O)(O)c1c(O)ccc2ccccc12	89&115	99&104	81&104
Cc1ccc(C)c(O)c1	99	88	137

Going on with the list:
SMILES	RPMI-8226	HOP-92	HOP-62	A549/ATCC	M14	CCRF-CEM	EKVX	MOLT-4
COC(=O)c1cc(=O)nc(N/N=C/c2ccc(OC)cc2)s1	101	64	95	98	97	x	x	107
NN1C=C(CCl)Nn2c1nc1c(cnn1-c1ccccc1)c2=O	108	123	107	113	115	109	101	110
CCCCCCCCNc1ncnc2[nH]ncc12	62	71	59	82	87	80	57	63
CCCNc1ccc(C2=NCCCN2)cc1	98	x	95	79	96	99	x	94
COc1ccc(/C=N\NC(=O)c2cc(-c3ccc(Br)cc3)n(-c3ccc(OC)cc3)n2)cc1	87	72	91	77	88	85	87	83
CC(C)CNC(=S)N/N=C/c1ccc(N(C)C)cc1	87	80	100	82	98	86	95	84
COc1ccc(C2C3=C(CC(C)(C)CC3=O)N(Cc3ccc(C(=O)O)cc3)C3=C2C(=O)CC(C)(C)C3)cc1	112	x	100	100	110	108	104	113
C/C=C/CSC(C)(C)C(=O)NC	100	104	90	89	104	98	100	102
Cc1ccc(C(=O)NC2CCCCC2)cc1	x	93	103	83	93	105	96	101
O=C(Nc1ncc(Cc2ccccc2Cl)s1)C(=S)N1CCOCC1	101	96	102	105	104	69	105	104
CCCN(CCC)CC(C)(C)C=O	101	x	102	95	106	x	98	105
COc1ccc2c(c1)CCc1cc(C#N)c(=O)[nH]c1-2	102	52	91	99	103	89	x	81
CCOC(=O)c1c2ncccc2n2c(=O)n(-c3ccccc3)nnc12	90	104	105	92	110	105	91	116
N#Cc1ccc(/C=N/N=C(N)N)cc1	102	97	98	101	97	100	107	83
CCCCCN(CCCC)Cc1ccccc1	100	102	97	101	93	103	97	104
CC(=O)N[C@@H](CCC(N)=O)C(=O)O	107	61	102	88	93	x	107	95
CCN(CC)CCN1C(=O)c2cccc3c(C#CCN4C(=O)c5cccc6cccc(c56)C4=O)ccc(c23)C1=O	92	87	94	102	104	21	95	91
COc1ccc(N=c2nc3sc4c(C)ccc(C)c4n3c(N)c2C#N)cc1	83	64	98	103	108	81	x	102
Nc1nc2ncc(CCNc3ccc(C(=O)O)cc3)nc2c(=O)[nH]1	99	98	113	105	107	88	120	76
O=C1C(c2ccccc2)=C(c2ccccc2)c2ccccc21	64&94	76&81	121&116	92&86	110&113	79&91	86&99	74&92

Brought forward from above: 5 entries, followed by the next part.
SMILES	RPMI-8226	HOP-92	HOP-62	A549/ATCC	M14	CCRF-CEM	EKVX	MOLT-4
CC(=O)N[C@@H](CCC(N)=O)C(=O)O	107	61	102	88	93	x	107	95
CCN(CC)CCN1C(=O)c2cccc3c(C#CCN4C(=O)c5cccc6cccc(c56)C4=O)ccc(c23)C1=O	92	87	94	102	104	21	95	91
COc1ccc(N=c2nc3sc4c(C)ccc(C)c4n3c(N)c2C#N)cc1	83	64	98	103	108	81	x	102
Nc1nc2ncc(CCNc3ccc(C(=O)O)cc3)nc2c(=O)[nH]1	99	98	113	105	107	88	120	76
O=C1C(c2ccccc2)=C(c2ccccc2)c2ccccc21	64&94	76&81	121&116	92&86	110&113	79&91	86&99	74&92
COc1ccc(C2CC(c3ccccc3)=Nc3ccccc3S2)cc1OC (configuration not stated)	77	84	91	108	99	71	x	90
COc1ccc2[nH]cc(-c3nc(N)nnc3-c3cn(C)c4ncc(Br)cc34)c2c1	-16*	-2.4*	27	18	6.9*	1.4*	35	2.3*
COc1cc(/C=C2\Oc3cc(OCCN4CCC(Cc5ccccc5)CC4)ccc3C2=O)cc(OC)c1	x	66	99	97	87	84	81	81
O=C(c1ccccc1)C(Br)C(Br)C(=O)c1ccccc1 (configuration not stated)	97	x	101	102	101	39	x	52
O=C(O)Cc1ccc2c(c1)Cc1cccnc1O2	105	112	106	96	103	100	x	102
NC(=O)c1ccc(Oc2ccc(C(N)=O)cc2)cc1	106	100	113	108	106	109	98	102
COc1cc2c3c(c1OCC1CC1)-c1cc4c(cc1CC3OCC2)OCO4 (configuration not stated)	87	104	107	77	101	81	x	73
O=C(O)C(c1ccccc1)S(=O)(=O)O (configuration not stated)	100	98	109	99	102	102	101	105
Cc1ccc(-c2nc(/C=N/Nc3cc(C)nc4ccc(Cl)cc34)c(C)o2)cc1	-49*	30	75	-47*	-14*	-51*	-41*	-31*
CCNc1nc2ccc(Nc3ccnc4cc(Cl)ccc34)cc2[nH]1	87	61	95	91	92	43	90	x
COc1c2ccoc2cc2oc(-c3ccccc3)cc(=O)c12	88	101	119	83	116	91	83	90
CC(C)Cc1ccc(C(C)C(=O)NCc2ccc(Cn3c(=O)sn(-c4ccc(C#N)cc4)c3=O)cc2)cc1 (configuration not stated)	59	47	69	86	84	83	73	82
